Assay outcomes as filed in PubChem.
Bim-Bcl-W: disrupts Bim peptide binding to human Bcl-W | inhibition, % at 10 µM | bead-based flow cytometry | Q92843 | 190,000 tested, 0.02% active;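 also: 0% = bound tracer without compound and 100% = peptide blocker; higher means less fluorescent Bim peptide bound to Bcl-W beads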
Target sequence (Q92843 whole entry, looked up): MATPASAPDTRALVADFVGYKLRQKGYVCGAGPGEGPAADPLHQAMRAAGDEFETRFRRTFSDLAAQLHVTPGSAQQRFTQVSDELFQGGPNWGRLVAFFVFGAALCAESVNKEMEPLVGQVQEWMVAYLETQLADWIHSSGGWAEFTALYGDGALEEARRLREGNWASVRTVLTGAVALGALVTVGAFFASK
ABCB1 block: human ABCB1 inhibition, ABCG2 as counter-screen. AID 1326. inhibition, % at 6.6 µM. P08183. CCRF-Adr cells, JC-1 efflux, flow cytometry. 190,000 tested, 0.067% active; in the data active = inhibition above about 40%;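 also: 0% = vehicle and 100% = reference inhibitor; higher value means more JC-1 retained so stronger ABCB1 efflux block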
Bim-Bcl-2: disrupts Bim peptide binding to human Bcl-2; AID 950; Bead-based flow cytometry, Bim peptide-Bcl-2 binding; 190,000 tested, 0.06% active; P10415; inhibition, % at 10 µM; in the data active = inhibition above about 40%; inconclusive = no clear call, values can overlap the other calls;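 also: 0% = no compound wells with probe peptide and 100% = reference peptide inhibitor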
Target sequence (P10415 whole entry, looked up): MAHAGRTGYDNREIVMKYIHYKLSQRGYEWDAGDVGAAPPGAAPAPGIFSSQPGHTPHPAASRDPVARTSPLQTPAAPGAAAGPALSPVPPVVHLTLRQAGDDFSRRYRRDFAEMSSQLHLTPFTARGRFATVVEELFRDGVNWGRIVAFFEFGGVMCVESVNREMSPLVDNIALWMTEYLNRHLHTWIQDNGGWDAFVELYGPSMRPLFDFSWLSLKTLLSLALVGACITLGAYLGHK
Bfl-1 Bim block: disrupts Bim binding to human Bfl-1; inhibition, % at 10 µM; Bead-based flow cytometry, Bim-Bfl-1 binding inhibition; 190,000 tested, 0.12% active;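 also: 0% = wells without compound plus tracer and 100% = blocker peptide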
Bim-Bcl-XL: human Bim-Bcl-XL interaction inhibition; Bim peptide-Bcl-XL binding, bead flow cytometry, fluorescence; 190,000 tested, 0.04% active; inhibition, % at 10 µM; Q07817
Target sequence (Q07817 whole entry, looked up): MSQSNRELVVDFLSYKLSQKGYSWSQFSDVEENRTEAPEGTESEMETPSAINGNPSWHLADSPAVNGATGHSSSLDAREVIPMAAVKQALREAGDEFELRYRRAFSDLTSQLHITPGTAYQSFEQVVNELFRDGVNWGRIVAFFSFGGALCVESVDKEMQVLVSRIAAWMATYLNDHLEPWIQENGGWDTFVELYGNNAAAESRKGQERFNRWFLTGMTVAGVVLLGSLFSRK
Avidin bead fluor: compound fluoresces at 488/530 nm on avidin beads | compound fluorescence 488/530 nm, flow cytometry; active compounds read high | 220,000 tested, 0.38% active | AID 1775 | fluorescence (KMESF) at 10 µM; in the data active = fluorescence above about 47; also: inactives centre near 10
Bim-Bcl-B: disrupts Bim peptide binding to human Bcl-B. inhibition, % at 10 µM. Q9HD36. bead-based flow cytometry. 190,000 tested, 0.073% active;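 also: 0% = tracer peptide without compound and 100% = reference inhibitor peptide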
Target sequence (Q9HD36 whole entry, looked up): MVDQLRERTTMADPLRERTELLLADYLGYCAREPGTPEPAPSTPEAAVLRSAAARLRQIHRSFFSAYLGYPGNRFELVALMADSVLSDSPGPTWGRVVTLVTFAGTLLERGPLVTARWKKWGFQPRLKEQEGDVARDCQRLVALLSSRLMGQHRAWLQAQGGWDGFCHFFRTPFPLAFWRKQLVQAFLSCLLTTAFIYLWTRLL
RGS7-Gao: regulators of human RGS7-Galphao interaction; Multiplexed bead flow cytometry, RGS7-Galphao binding; actives lie on both sides; binding response (% of control), % at 10 µM; 220,000 tested, 0.35% active; AID 1439; in the data active = binding response below about 49% or above about 150%; inconclusive = no clear call, values can overlap the other calls; inactive = in between;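 also: fluorescent Galphao held in activated GDP-AlF4 state binding bead-coupled RGS7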
GSH fluor: compound fluoresces at 488/530 nm on GSH beads; 190,000 tested, 0.25% active; AID 1776; GSH beads flow cytometry, compound fluorescence 488/530 nm; active compounds read high; fluorescence (KMESF) at 10 µM; in the data active = fluorescence above about 89;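 also: glutathione beads carrying GST-tagged Bcl family fusion proteins plus one bare bead set; values are compound well signal with DMSO vehicle wells as background; inactives centre near 16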
ABCG2 inh: human ABCG2 inhibition, ABCB1 as counter-screen; IgMXP3 cells, JC-1 efflux, flow cytometry; inhibition, % at 6.6 µM; 190,000 tested, 0.1% active; Q9UNQ0; AID 1325;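 active = inhibition above 80%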;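 also: 0% = DMSO and 100% = nicardipine control wells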
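Test system: ABCG2 IgMXP3 and barcoded ABCB1 CCRF-Adr cell mix; Schedule: cells with compound and JC-1, 10 min at 25 °C, rotating, no wash; Technique: flow cytometry of retained JC-1 fluorescence; Measure: % inhibition of efflux relative to nicardipine and DMSO; Controls: nicardipine high and DMSO low controls.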
RGS4-Gao reg: human RGS4-Galphao interaction regulation. binding response (% of control), % at 10 µM. P09471. Multiplexed bead flow cytometry, RGS4-Galphao binding; actives lie on both sides. AID 1415. 220,000 tested, 0.33% active; in the data active = binding response below about 49% or above about 150%; inactive = in between;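 also: fluorescent Galphao activated with aluminum fluoride binding bead-coupled RGS4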
Active calls of the source: *; ? = inconclusive; nt = no result given. Rule as the data show it, unless noted: active = inhibition above about 40%.

SMILES	Bim-Bcl-W	ABCB1 block	Bim-Bcl-2	Bfl-1 Bim block	Bim-Bcl-XL	Avidin bead fluor	Bim-Bcl-B	RGS7-Gao	GSH fluor	ABCG2 inh	RGS4-Gao reg
CC(C)c1ccccc1NC(=S)NC(C)c1ccccc1 (stereo unspecified)	-5	0.0	-8	-11	-7	13	-7	98	9	1	98
C/C(=N\NC(=O)c1cccc(Cl)c1)c1cccc(NC(=O)C(C)C)c1	2	0.1	0	-8	0	3	-1	76	23	2	100
N/C(=N\OC(=O)c1cccs1)c1ccccc1	16	0.0	17	25	22	51*	15	148	5	10	116
COc1ccc2c(c1)CC/C(=C\c1ccc(OC)c(Cn3cccn3)c1)C2=O	0	2.5	-12	-11	-13	6	-7	105	63	9	106
COc1cccc(OCC(O)CN(CCO)Cc2ccccc2)c1 (stereo unspecified)	0	0.7	-10	-17	-8	13	-9	99	34	13	101
O=C1CC(c2cccs2)c2cc3c(cc2N1)OCO3 (stereo unspecified)	-5	0.1	-1	-3	-1	5	0	93	23	0	94
O=C(CSc1nnc(-c2ccncc2)o1)NC1CCCCC1	-1	0.2	-2	-3	0	10	0	98	10	2	102
COc1ccccc1Cc1nc2ccccc2n1S(=O)(=O)c1ccc(Cl)cc1	-1	0.0	0	0	-5	4	-5	101	11	3	100
Brc1ccc(-c2csc(N3CCC(c4ccccc4)C3)n2)cc1 (stereo unspecified)	-1	0.2	-8	-11	-4	9	-9	99	13	0	99
CN1C(=O)CSc2ccc(NC(=O)Nc3ccccn3)cc21	0	-0.2	-8	-7	7	6	-4	101	68	0	102
c1ccc2c3c([nH]c2c1)-c1[nH]ncc1CC3	1	0.0	-5	-9	-2	7	-7	96	265*	0	97
COc1ccc(NC(=O)CN(C)C(=O)c2oc3ccccc3c2C)cc1	-13	0.0	-2	-4	-14	24	-3	109	9	0	112
CNC(=O)Cc1nc2ccccc2n1CC(=O)Nc1cc(C)cc(C)c1	0	0.1	-5	-4	-2	8	-3	98	22	1	103
O=C(Nc1ccccc1F)C1C2C=CC3(O2)C1C(=O)N(c1cccnc1)C3C(=O)NC1CCCCC1 (stereo unspecified)	-2	0.5	0	0	0	7	-2	101	24	3	100
COc1ccc(-c2n(Cc3ccccc3)c3ccccc3[n+]2Cc2ccccc2)cc1	-3	-0.7	-5	-6	-4	10	-4	100	13	0	102
COc1cc(/C=N/n2cnnc2)ccc1Oc1nc(Cl)ncc1F	-1	0.1	1	0	-3	17	-7	111	9	2	116
Cc1noc(C)c1COC(=O)CCOc1ccccc1	0	-0.2	-8	-12	-3	9	-8	99	36	0	101
COc1ccc(N2CCN(C(=O)c3cccc(Br)c3)CC2)c([N+](=O)[O-])c1	-2	2.0	0	-5	-3	11	-3	?	19	21	98
O=c1cc(O)n(-c2ccccc2)c(=S)[nH]1	-3	0.1	2	3	-4	24	-3	101	16	0	102
N#CC1=C(S)N(c2ccccc2)C(c2cccs2)NC1=O (stereo unspecified)	0	-0.2	-12	-9	-9	5	-19	110	35	-1	102
Cc1nnc(SC/C=C/c2ccccc2)n(N)c1=O	3	0.4	4	0	0	24	1	110	23	1	109
Cc1ccccc1C(=O)Nc1nc(=S)ss1	-4	-0.2	-3	-1	-2	43	-4	104	12	0	98
CSc1cccc(NC(=S)N(Cc2ccc(C)cc2)Cc2ccccn2)c1	-2	0.1	-2	0	0	11	-4	97	11	0	101
CCNC(=O)NC(=O)C(C)OC(=O)CCS(=O)(=O)c1ccc(C)cc1 (stereo unspecified)	0	-0.7	-4	-3	-3	11	-1	102	15	-1	104
O=C(Cn1ccc(C(F)(F)F)n1)N/N=C/c1ccc(N2CCOCC2)cc1	-4	0.7	-7	-7	-2	9	-8	?	15	9	99
O=S(=O)(c1ccc2c(c1)OCCCO2)N1CCNCC1	-2	0.1	-9	-16	-7	9	-8	100	12	0	101
CC1CCN(c2ccc(/C=N/n3nnnc3N)cc2[N+](=O)[O-])CC1	-3	0.5	-7	0	-2	9	-3	67	16	5	68
Cc1ccc(C(=O)N2CCN(c3ccccc3)CC2)cc1C	0	0.1	-1	-5	0	22	-4	99	22	0	102
O=C(CN1C(=O)S/C(=C/c2ccncc2)C1=O)N1CCOCC1	0	0.8	-1	0	-1	4	-2	97	6	0	97
O=C(O)CCn1c(SCc2ccccc2)nc2ccccc21	3	0.4	12	10	9	1	4	75	24	5	71
CN(CC(=O)Nc1cccc2c1CCCC2)S(=O)(=O)c1ccc(Br)cc1	-2	1.1	-2	-2	-3	9	1	102	19	3	101
Clc1cccc(N/N=C/c2ccc(N3CCOCC3)s2)c1	-4	-1.6	-2	2	-7	7	0	101	19	-7	100
CCCC(=O)c1c(NC(C)C)cc(C)oc1=O	-4	0.2	-5	-4	-5	6	-4	105	58	2	107
COc1ccccc1NC(=S)N(Cc1cccnc1)Cc1ccco1	1	0.2	1	2	-2	28	-2	102	10	-1	101
COCCNC(=O)c1cc2c3ccccc3n(C)c2s1	-1	0.5	-1	0	-3	19	-2	97	16	7	97
CN(Cc1cn(C)nc1-c1ccccc1F)C1CCOC1 (stereo unspecified)	-4	0.6	-3	-5	-1	11	-3	94	12	2	93
O=C(O)c1cc(Cl)c(Cl)cc1C(=O)N1CCCC1	-9	0.0	-5	-2	-8	6	-5	98	12	2	103
Brc1ccc(-c2ccc(/C=N/Nc3nc4ccccc4[nH]3)o2)cc1	-8	-0.4	-5	-7	-12	15	-13	99	20	-1	98
COC(=O)c1ccc(-n2c(C)cc(-c3csc(NC(=O)c4ccc(S(=O)(=O)N(C)C)cc4)n3)c2C)cc1	-2	0.8	-2	-1	-2	3	-3	99	5	1	99
O=C(CC(C(=O)O)N1CCOCC1)Nc1ccc(Cl)cc1 (stereo unspecified)	0	0.0	-8	-6	4	8	-9	104	38	3	103
COc1ccc(OC)c(N=C2C(=O)Nc3ccccc32)c1	3	1.6	-14	-6	-5	8	-10	89	13	8	88
CCOc1ccc(OCCSc2nc3ccccc3[nH]2)cc1	-2	0.4	17	1	-3	36	-5	101	22	1	97
CCOc1cccc(N2C(=O)CC(N(CCc3ccc(OC)c(OC)c3)C(=O)CC)C2=O)c1 (stereo unspecified)	-5	1.6	-10	-12	-12	11	-8	97	27	6	96
CCOc1ccccc1NC(=O)CCn1c(=O)oc2ccccc21	-3	-0.2	-13	-17	-11	13	-11	100	37	51	102
CCN(CC)S(=O)(=O)c1ccc(N2CCOCC2)c(NS(=O)(=O)c2ccc(C)c(C)c2)c1	-6	4.2	-6	-18	-14	13	-10	105	20	5	105
CC12C(=O)N(c3cccc4cccnc34)C(=O)C1C1C=CC2C1 (stereo unspecified)	0	0.1	-7	-8	-2	8	-4	92	21	0	100
Cc1[nH]c2ccccc2c1CCN(Cc1cccs1)C(=S)Nc1ccccc1	-2	-0.1	-3	0	-3	11	-2	107	67	0	101
Cc1ccnc(SCc2cc(=O)c(OC(=O)c3ccc(S(=O)(=O)N4CCCC4)cc3)co2)n1	0	-0.4	1	0	-2	3	-3	95	9	3	91
O=[N+]([O-])c1cc(/C=N\Nc2nccs2)ccc1O	0	-0.1	13	9	0	9	12	97	9	0	100
COC(=O)c1sccc1N/N=C/c1cccc(OC)c1O	-1	0.8	-2	0	-3	3	-3	98	6	7	105
O=C(CSc1nc2[nH]ncc2c(=O)[nH]1)c1ccccc1	5	0.2	1	-2	2	11	0	107	22	3	104
CCC1(C)Cc2ccccc2C(Nc2c(C)n(C)n(-c3ccccc3)c2=O)=N1 (stereo unspecified)	0	-0.1	-4	-11	-2	6	-7	100	17	0	101
CC1(C)Cc2cccc(OCC(O)CNCc3ccccn3)c2O1 (stereo unspecified)	0	0.5	0	0	-1	14	0	99	21	1	97
O=C(O)C1C2C=CC(C2)C1C(=O)Nc1ccc(C(=O)N2CCCCC2)c(Cl)c1 (stereo unspecified)	-4	0.6	0	0	-2	17	0	100	14	2	101
Cc1ccc(OCCNC(=O)Cn2cnc3c(=O)n(C)c(=O)n(C)c32)cc1C	nt	1.0	?	nt	nt	3	nt	96	27	5	89
COc1ccc(N(CN2C(=O)c3ccccc3C2=O)C(=O)C(C)C)cc1	-1	2.8	-14	-19	-8	39	-12	101	25	16	100
CCC(=O)OCC(=O)Nc1ccc([N+](=O)[O-])cc1OC	-1	0.3	-4	-5	-3	9	-3	97	10	9	97
O=C(O)c1ccc(N2C(=O)C3C4c5ccccc5C(Br)(c5ccccc54)C3C2=O)cc1 (stereo unspecified)	0	-0.4	-4	-2	-4	10	0	97	18	-1	102
CN1C(=O)/C(=C\c2cc(Br)cs2)c2ccccc21	-14	0.0	-2	-1	-16	25	-4	99	9	1	101
CCCNC(=O)NC(=O)CSc1nnc(C)n1N	0	-0.2	-3	-15	-1	4	-3	101	17	2	100
Additional results:
SMILES	Bim-Bcl-W	ABCB1 block	Bim-Bcl-2	Bfl-1 Bim block	Bim-Bcl-XL	Avidin bead fluor	Bim-Bcl-B	RGS7-Gao	GSH fluor	ABCG2 inh	RGS4-Gao reg
CCn1c(C)nc2cc(C(=O)NNC(=S)NC(=O)c3ccccc3)ccc21	-2	-1.4	2	-3	-2	11	-14	101	14	4	97
CCc1nnc(NC(=O)c2ccc3ccccc3n2)s1	-2	2.2	-2	-3	-2	22	-5	101	11	11	102
OC(Cc1cccnc1)(Cc1cccnc1)c1cc2ccccc2[nH]1	-3	0.3	-6	-15	-7	10	-7	99	15	10	93
Oc1c(C=Nc2ccccc2)sc(=S)n1Cc1ccccc1	-10	-0.3	-9	-7	-5	11	-23	102	52	-1	103
COc1ccc(OC)c(S(=O)(=O)NCCO)c1	0	-2.4	2	-4	-4	12	-1	96	23	-3	92
Fc1ccccc1C1c2cccn2CCN1C(=S)Nc1ccc(Br)cc1 (stereo unspecified)	4	-0.7	0	2	0	13	0	?	15	-8	99
NC(=O)c1ccsc1NC(=O)CSc1nnc(Nc2ccccc2)s1	-3	-0.9	0	-5	-3	7	-5	95	15	-3	99
CC(C)(C)c1ccc(C(=O)NCC(=O)N/N=C/c2ccccc2OCC(=O)O)cc1	2	0.0	-4	-5	2	11	0	99	21	0	98
CC1CCCC(C)N1CCNC(=O)Nc1ccc(Cl)cc1 (stereo unspecified)	1	0.3	-6	-10	5	7	-2	104	69	1	102
O=C(COC(=O)C1CCN(S(=O)(=O)c2cccs2)CC1)c1ccccc1	-1	0.7	-4	-7	-2	8	-4	?	15	2	98

In the list so far, four have a nitro group on carbon:
SMILES	Bim-Bcl-W	ABCB1 block	Bim-Bcl-2	Bfl-1 Bim block	Bim-Bcl-XL	Avidin bead fluor	Bim-Bcl-B	RGS7-Gao	GSH fluor	ABCG2 inh	RGS4-Gao reg
COc1ccc(N2CCN(C(=O)c3cccc(Br)c3)CC2)c([N+](=O)[O-])c1	-2	2.0	0	-5	-3	11	-3	?	19	21	98
CC1CCN(c2ccc(/C=N/n3nnnc3N)cc2[N+](=O)[O-])CC1	-3	0.5	-7	0	-2	9	-3	67	16	5	68
O=[N+]([O-])c1cc(/C=N\Nc2nccs2)ccc1O	0	-0.1	13	9	0	9	12	97	9	0	100
CCC(=O)OCC(=O)Nc1ccc([N+](=O)[O-])cc1OC	-1	0.3	-4	-5	-3	9	-3	97	10	9	97
